KB-3-1 cytotox: qHTS assay for MDR1-selective chemotherapeutics: Primary screen using the parental adenocarcinoma cell KB-3-1; KB-3-1 viability, CellTiter-Glo ATP luminescence, 72 h; Potency, µM (series often up to 46.1 µM), without a hit: at the top dose activity change, negative = cytotoxic, actives largely listed as cytotoxic; 1.4% of 400,000 active; AID 1347075, 2019; also: potency is read from the fitted curve at half-maximal effect; % is scaled to controls: 0 for no effect and ±100 for the full control effect; nearly all actives have a fitted effect of over 60% in size
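72 h, 37 °C compound treatment of KB-3-1 parental cells; CellTiter-Glo added, 10 min, luminescence read. Data corrected against DMSO-only plates and normalized before curve fitting.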
ATXN viability: Viability Counterscreen for Primary qHTS for Inhibitors of ATXN expression; S2 cells (HEK-293 line with an ATXN2-luciferase reporter) viability, CellTiter-Fluor protease fluorescence, 24 h; AID 651635, 2014; 0.49% of 400,000 active; Potency, µM (series often up to 56.7 µM), hits mostly cytotoxic; also: potency is read from the fitted curve at half-maximal effect; nearly all actives have a fitted effect of over 40% in size
MCF10A rerep: A quantitative high throughput screen for small molecules that induce DNA re-replication in MCF 10a normal breast cells; AID 624296, 2012; 2.9% of 350,000 active; Potency, µM (titrated, usually from 46.1 µM), without a hit: at the highest dose activity, positive = re-replication, usual class: activators; MCF 10A DNA re-replication, Hoechst nuclear intensity, 48 h; also: potency is read from the fitted curve at half-maximal effect; % of control where 0% means no effect; nearly all actives have a fitted effect of over 50% in size
SW480 rereplic: A quantitative high throughput screen for small molecules that induce DNA re-replication in SW480 colon adenocarcinoma cells. Potency, µM (series often up to 46.1 µM), without a hit: at the top dose re-replication activation, actives largely listed as activators. 1.8% of 340,000 active. SW480 DNA re-replication, Hoechst DNA content imaging, 48 h; also: potency is read from the fitted curve at half-maximal effect; % of control where 0% means no effect; nearly all actives have a fitted effect of over 55% in size
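Per well, 250 cells were exposed to pinned compound for 48 hr. Nuclear DNA was visualised with Hoechst (40 min, 37 C) and total object intensity recorded by fluorescence scanning.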
IL-1B inflam inh: qHTS for Inhibitors of Inflammasome Signaling: IL-1-beta AlphaLISA Primary Screen; THP-1 LPS/ATP IL-1B secretion, AlphaLISA, 16 h; stronger effect = lower value; activity change, % at 57.5 µM; 4.7% of 360,000 active; AID 743279, 2014; in the data active = activity change below about -50%; inconclusive = mostly about -30% to -49%; also: % is scaled to controls: 0 for no effect and ±100 for the full control effect
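Secreted IL-1B measured by AlphaLISA bead assay after 16 h compound exposure of THP-1 cells; compounds (final up to 57.5 uM) added 1 h before LPS (250 ng/mL) and ATP (1.25 mM) stimulation; lower signal means less secretion.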
ATXN2 expr inh: Primary qHTS for Inhibitors of ATXN expression | Potency, µM (highest dose often 57 µM), for the others: at the top dose activity change, negative = inhibition, actives largely listed as inhibitors | HEK-293 ATXN2-luciferase reporter, luminescence, 24 h | 0.72% of 360,000 active; also: potency is read from the fitted curve at half-maximal effect; % is scaled to controls: 0 for no effect and ±100 for the full control effect; nearly all actives have a fitted effect of over 55% in size
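qHTS (up to 57 uM final) was run with 24 h compound exposure of reporter cells at 37 °C. Each well was multiplexed: SteadyGlo luminescence measured ATXN2-luciferase expression after a fluorogenic Gly-Phe-AFC viability readout (25 uM final).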
HT1080 IDH1KD tx: qHTS for induction of synthetic lethality in tumor cells producing 2HG: qHTS for the HT-1080-IDH1KD cell line | Potency, µM (series often up to 46.1 µM), for the others: at the highest dose activity, negative = toxicity, actives largely listed as cytotoxic | AID 686971, 2013 | 2% of 360,000 active | HT-1080 IDH1 knockdown viability, ATP luminescence, 48 h;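 also: potency is read from the fitted curve at half-maximal effect; 0% = DMSO wells and -100% = cell-free medium wells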
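IDH1KD HT-1080 cells, 750/well, RPMI + 5% FBS; compound pinned after 2 h settling; 48 h, 37 °C; CellTiter-Glo luminescence; % activity normalised to DMSO and no-cell wells; curves fitted, classed by r2 and efficacy.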
HT1080NT lethal: qHTS for induction of synthetic lethality in tumor cells producing 2HG: qHTS for the HT-1080-NT fibrosarcoma cell line; HT-1080-NT fibrosarcoma viability, CellTiter-Glo ATP luminescence, 48 h; Potency, µM (doses to about 46.1 µM), without a hit: top-dose activity, negative = less viability, usual class: cytotoxic; 1.6% of 360,000 active; AID 686970, 2013;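 also: NT is the 2HG producing partner of a matched IDH1 knockdown line; potency is read from the fitted curve at half-maximal effect; 0% = DMSO-treated cells and -100% = media-only wells without cells; nearly all actives have a fitted effect of over 55% in size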
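Read-out is CellTiter-Glo luminescence after 10 minutes at room temperature, following 48 hours' compound treatment of HT-1080-NT cells (750 cells/well, RPMI, 5% FBS, 37 degrees C).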
KB-V1 cytotox: qHTS assay for MDR1-selective chemotherapeutics: Primary screen using the drug-selected MDR subline cells KB-V1; KB-V1 MDR cells viability, CellTiter-Glo, 72 h; Potency, µM (top dose mostly 46.1 µM), without a hit: at the highest dose activity change, negative = cytotoxicity, most hits filed as cytotoxic; 3.4% of 400,000 active; AID 1347076, 2019; also: potency is read from the fitted curve at half-maximal effect; % is scaled to controls: 0 for no effect and ±100 for the full control effect; nearly all actives have a fitted effect of over 60% in size
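qHTS viability screen in drug-selected KB-V1 MDR cells: 72 h compound treatment at 37 degrees C, ATP luminescence end point.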
Numbers without * were called inactive; & = joins results of further samples. Unless noted, calls follow the shape of the dose curve; as a rule, active = well fitted curve in the direction sought with a large enough effect; inconclusive = small, poorly fitted or top-dose-only effect, or another doubt; inactive = no such curve, though single readings can be large; an effect the other way counts as inactive or inconclusive.

Screening COc1ccc(CCC(=O)Nc2nc3ccccc3[nH]2)cc1 returned KB-3-1 cytotox 12%, ATXN viability inconclusive, MCF10A rerep -1%, SW480 rereplic -2%, IL-1B inflam inh 2, ATXN2 expr inh 33%, HT1080 IDH1KD tx inconclusive, HT1080NT lethal inconclusive and KB-V1 cytotox 19%.
COc1ccc(-c2nn(-c3ccccc3)cc2C(=O)NCC2CCCO2)cc1 (stereo not given) was read as KB-3-1 cytotox inconclusive, ATXN viability inconclusive, MCF10A rerep 15%, SW480 rereplic 14%, IL-1B inflam inh -2, ATXN2 expr inh -3%, HT1080 IDH1KD tx -1%, HT1080NT lethal 1% and KB-V1 cytotox inconclusive.
For CCOC(=O)/C(=C/C1=CC(=C/N(C)C)/C(=O)O1)C(C)=O the results were KB-3-1 cytotox 14%, ATXN viability inactive, MCF10A rerep inconclusive, SW480 rereplic 1%, ATXN2 expr inh -14%, HT1080 IDH1KD tx 2%, HT1080NT lethal 9% and KB-V1 cytotox 6%.
CCC(C)NC(=O)c1ccc(CSCc2ccccc2Cl)o1 (stereo not given) was read as KB-3-1 cytotox 5%, ATXN viability inactive, MCF10A rerep 10%, SW480 rereplic 5%, IL-1B inflam inh -19, ATXN2 expr inh -1%, HT1080 IDH1KD tx -7%, HT1080NT lethal -3% and KB-V1 cytotox 6%.
Cn1nnnc1Sc1ncnc2scc(Br)c12 was read as KB-3-1 cytotox -6%, ATXN viability inactive, MCF10A rerep 3.7µM*, SW480 rereplic 4.6µM*, ATXN2 expr inh 18µM* and KB-V1 cytotox -10%.
`CCN(CC(=O)Nc1c(F)cccc1F)C(=O)C1(c2ccccc2)CC1` gave KB-3-1 cytotox 16%, ATXN viability inactive, MCF10A rerep -9%, SW480 rereplic -3%, IL-1B inflam inh inactive, ATXN2 expr inh -1%, HT1080 IDH1KD tx -3%, HT1080NT lethal 8% and KB-V1 cytotox -11%.
`Oc1ccccc1C=NNc1nc2ccccc2s1` gave KB-3-1 cytotox inconclusive, ATXN viability inactive, MCF10A rerep -8%, SW480 rereplic inconclusive, IL-1B inflam inh inconclusive, ATXN2 expr inh 8%, HT1080 IDH1KD tx 8.2µM*, HT1080NT lethal 18µM* and KB-V1 cytotox -21%.
`CC1CN(S(=O)(=O)c2cccc(C(=O)OCC(=O)NCc3ccccc3)c2)CC(C)O1` (stereo not given) gave KB-3-1 cytotox 0%, ATXN viability inactive, MCF10A rerep -5%, SW480 rereplic -11%, IL-1B inflam inh 14, HT1080 IDH1KD tx 1%, HT1080NT lethal -2% and KB-V1 cytotox inconclusive.
O=C(CNC(=O)c1ccccc1)N/N=C/c1ccc([N+](=O)[O-])s1 was read as KB-3-1 cytotox inconclusive, ATXN viability inconclusive, MCF10A rerep inconclusive, SW480 rereplic inconclusive, IL-1B inflam inh inconclusive, ATXN2 expr inh inconclusive, HT1080 IDH1KD tx -4%, HT1080NT lethal -9% and KB-V1 cytotox inconclusive.
For O=C1C2C(C(=O)N1c1ccccc1)N1CCCN1C2c1ccccc1 (stereo not given) the results were KB-3-1 cytotox 2%, ATXN viability inactive, MCF10A rerep -6%, SW480 rereplic -1%, IL-1B inflam inh -2, ATXN2 expr inh -2%, HT1080 IDH1KD tx 2%, HT1080NT lethal 0% and KB-V1 cytotox -2%.
Cc1cc(=O)oc2cc(OC(=O)C3CCN(C(=O)c4ccc(F)cc4)CC3)ccc12 was read as KB-3-1 cytotox 4%, ATXN viability inactive, MCF10A rerep 6%, SW480 rereplic inconclusive, IL-1B inflam inh 3, ATXN2 expr inh -30%, HT1080 IDH1KD tx 1%, HT1080NT lethal 2% and KB-V1 cytotox inconclusive.
`Cc1ccc(-c2csc(N3CCN(c4cc5c(cc4Cl)nc(-c4ccncc4)n5CCOCCO)CC3)n2)cc1` gave KB-3-1 cytotox inconclusive, ATXN viability inactive, MCF10A rerep 27%, SW480 rereplic 13%, IL-1B inflam inh -1, ATXN2 expr inh inconclusive, HT1080 IDH1KD tx -16%, HT1080NT lethal -19% and KB-V1 cytotox -27%.
COc1ccc(C(=O)N2CCc3ccccc3C2)cc1S(=O)(=O)N1CCCC1 was read as KB-3-1 cytotox -7%, ATXN viability inactive, IL-1B inflam inh 25, HT1080 IDH1KD tx -1%, HT1080NT lethal 8% and KB-V1 cytotox inconclusive.
Cc1cc(N2CCC(C)CC2)nc2ccc(NC(=O)CCC(=O)N3CCN(c4cccc(C(F)(F)F)c4)CC3)cc12 was read as KB-3-1 cytotox inconclusive, ATXN viability inconclusive, ATXN2 expr inh -18% and KB-V1 cytotox -13%.
For O=C(NN=C1CCCCCCC1)c1ccc2ccccc2n1 the results were KB-3-1 cytotox inconclusive, ATXN viability inactive, MCF10A rerep -5%, SW480 rereplic 9%, IL-1B inflam inh 55, ATXN2 expr inh 14%, HT1080 IDH1KD tx -12%, HT1080NT lethal 0% and KB-V1 cytotox -2%.
For COc1cc(Cl)c(C)cc1NCC(=O)Nc1cccc(S(=O)(=O)N2CCCC2)c1 the results were KB-3-1 cytotox inconclusive, ATXN viability inactive, MCF10A rerep 12%, SW480 rereplic 14%, IL-1B inflam inh 4, ATXN2 expr inh inconclusive, HT1080 IDH1KD tx -11%, HT1080NT lethal 2% and KB-V1 cytotox -5%.
`NC(=O)c1ccsc1NC(=O)CSc1nnc(C2CC2)n1Cc1ccccc1` gave KB-3-1 cytotox 12%, ATXN viability inactive, MCF10A rerep 1%, SW480 rereplic -5%, IL-1B inflam inh 12, ATXN2 expr inh 7%, HT1080 IDH1KD tx 16%, HT1080NT lethal 10% and KB-V1 cytotox 0%.
Screening O=C(CNS(=O)(=O)c1ccc(Br)s1)NCCc1ccc(Cl)cc1 returned KB-3-1 cytotox -3%, ATXN viability inactive, MCF10A rerep -2%, SW480 rereplic 7%, IL-1B inflam inh -12, ATXN2 expr inh 4%, HT1080 IDH1KD tx -4%, HT1080NT lethal 4% and KB-V1 cytotox -28%.
Screening CCCCNC(=O)c1nc(C2CCN(S(=O)(=O)c3ccc(OC(F)(F)F)cc3)CC2)oc1-c1ccccc1 returned KB-3-1 cytotox -17%, IL-1B inflam inh -8, HT1080 IDH1KD tx -15%, HT1080NT lethal -11% and KB-V1 cytotox -35%.
`CCCCNC(=O)N(O)C1N(/N=C/c2ccccc2F)C(=S)SC1(C)C` (stereo not given) gave KB-3-1 cytotox -6%, ATXN viability inactive, MCF10A rerep -9%, SW480 rereplic -2%, IL-1B inflam inh -18, ATXN2 expr inh 10%, HT1080 IDH1KD tx 0%, HT1080NT lethal -1% and KB-V1 cytotox -18%.
Screening CSCCC(NS(=O)(=O)c1ccc2c(c1)oc(=O)n2C)C(=O)NCc1ccc(F)cc1 (stereo not given) returned KB-3-1 cytotox 3%, ATXN viability inactive, ATXN2 expr inh 6% and KB-V1 cytotox 10%.
For CCCS(=O)(=O)c1c(S(=O)(=O)CCC)c2ccc(C(N)=O)cn2c1C(=O)c1ccccc1 the results were KB-3-1 cytotox -5%, ATXN viability inconclusive, MCF10A rerep -2%, SW480 rereplic 4%, IL-1B inflam inh -8, ATXN2 expr inh 21%, HT1080 IDH1KD tx 4%, HT1080NT lethal -4% and KB-V1 cytotox inconclusive.
COc1cccc(C2=NOC(C(=O)Nc3cccnc3Cl)C2)c1OC (stereo not given) was read as KB-3-1 cytotox -5%, ATXN viability inactive, MCF10A rerep 4%, SW480 rereplic 7%, IL-1B inflam inh 60, ATXN2 expr inh 0%, HT1080 IDH1KD tx -10%, HT1080NT lethal -2% and KB-V1 cytotox -10%.
`O=c1[nH]c(C2CCCN(S(=O)(=O)c3cccc(Cl)c3)C2)nc2c1nnn2Cc1ccc2c(c1)OCCO2` (stereo not given) gave KB-3-1 cytotox 2%, ATXN viability inconclusive, MCF10A rerep -3%, SW480 rereplic 0%, IL-1B inflam inh -17, HT1080 IDH1KD tx -22%, HT1080NT lethal 0% and KB-V1 cytotox 0%.
COc1ccc(-n2c(SCC(=O)Nc3ccc4c(c3)OCO4)nc3c([nH]c4ccccc43)c2=O)cc1 was read as KB-3-1 cytotox 8%, ATXN viability inactive, ATXN2 expr inh 16% and KB-V1 cytotox 3%.
`Cn1cc(P(=S)(N2CCOCC2)N2CCOCC2)cc1P(=O)(N1CCOCC1)N1CCOCC1` gave KB-3-1 cytotox 3%, ATXN viability inactive, MCF10A rerep -5%, SW480 rereplic -3%, IL-1B inflam inh 29, ATXN2 expr inh -13%, HT1080 IDH1KD tx 14%, HT1080NT lethal 5% and KB-V1 cytotox 0%.
For Nc1[nH]c(=O)ncc1F the results were KB-3-1 cytotox 0%, ATXN viability inactive, MCF10A rerep 11%, SW480 rereplic 0%, IL-1B inflam inh 21, ATXN2 expr inh 3%&-17%&3%, HT1080 IDH1KD tx 2%, HT1080NT lethal 23% and KB-V1 cytotox 10%.
`COc1ccc(-n2c(=O)c3c4c(sc3n3cnnc23)CC(C)CC4)cc1` (stereo not given) gave KB-3-1 cytotox 14%, ATXN viability inactive, MCF10A rerep 3%, SW480 rereplic 0%, IL-1B inflam inh inconclusive, ATXN2 expr inh 1%, HT1080 IDH1KD tx -2%, HT1080NT lethal 2% and KB-V1 cytotox -13%.

Retrieved one by one from the entries so far (2):
`O=c1[nH]c(C2CCCN(S(=O)(=O)c3cccc(Cl)c3)C2)nc2c1nnn2Cc1ccc2c(c1)OCCO2` (stereo not given) gave KB-3-1 cytotox 2%, ATXN viability inconclusive, MCF10A rerep -3%, SW480 rereplic 0%, IL-1B inflam inh -17, HT1080 IDH1KD tx -22%, HT1080NT lethal 0% and KB-V1 cytotox 0%.
Screening CSCCC(NS(=O)(=O)c1ccc2c(c1)oc(=O)n2C)C(=O)NCc1ccc(F)cc1 (stereo not given) returned KB-3-1 cytotox 3%, ATXN viability inactive, ATXN2 expr inh 6% and KB-V1 cytotox 10%.

Source: PubChem BioAssay
